# Assay outcomes: PubChem, National Center for Advancing Translational Sciences (NCATS)
# Coupling enz: inhibits coupling enzyme system, counter-screen for aldolase hits; 0.67% of 290,000 active; coupling enzyme system counterscreen, AmpLite Red fluorescence; activity change, negative = inhibition, % at 58.2 µM, hits read low; in the data active = activity change below about -30%; note: % is set by controls: 0 for no effect and ±100 for the full control effect
#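 First, compound is pin-transferred into glyceraldehyde-3-phosphate coupling-enzyme reagent at 57.5 uM final and held 10 min at RT. Next, substrate, coupling system and AmpLite Red are added. After 20 min RT, fluorescence (525/598 nm) is read.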
# CXXC DNA block: blocks binding of human MLL CXXC domain to DNA | Q03164 | MLL-CXXC / FITC-HOXA9 DNA fluorescence polarization | Potency, µM (highest dose often 115 µM), inactives show top-dose activity change, negative = inhibition, most hits filed as inhibitors | 0.037% of 290,000 active; active = well fitted inhibition curve with a large enough effect in the polarisation, with a control signal flat, not every such curve was filed as active; inconclusive = small, poorly fitted or top-dose-only effect, or effect the other way, or a change in a side signal; inactive = no such curve, though single readings can be large or run the other way; the % refers to the polarisation; note: potency is the fitted concentration of half-maximal effect
#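 Fluorescence polarization: 7 uM MLL-CXXC (stock) preincubated 5 min with compounds, then 50 nM fluorescein-HOX-A9 DNA (stock) added; 30 min ambient. Buffer 50 mM Tris-HCl pH 7.5, 50 mM NaCl, 1 mM DTT, 0.05% BSA.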
# Giardia killer: Giardia lamblia killing | Giardia lamblia trophozoite viability | activity change, % at 7.66 µM, hits read low | 0.15% of 340,000 active | AID 540267; in the data active = activity change below about -80%; inconclusive = between about -30% and that limit;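 note: parasites exposed to compound for two days anaerobically before the ATP read; % is set by controls: 0 for no effect and ±100 for the full control effect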
#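 Trophozoites 100 cells/well + cpd; 48 hrs, 37 deg C, anaerobic. ATPLite 1-Step added, 15-30 min RT, luminescence read (ATP-based viability).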
# GALK inhibitor: galactokinase (human) inhibition; Purified GALK, Kinase-Glo residual ATP luminescence; Potency, µM (doses to about 57.5 µM), for inactives: at the top dose activity change, negative = inhibition, usual class: inhibitors; 0.007% of 270,000 active; note: potency is the fitted concentration of half-maximal effect; % is set by controls: 0 for no effect and ±100 for the full control effect
#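 Galactose (100 uM) and ATP (35 uM) were turned over by 5 nM GALK for 1 h at RT. Kinase-Glo Plus then converted the remaining ATP into a luminescent signal.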
# BCR signal inh: chronic active BCR signaling inhibition | ABC-DLBCL IkBa-CBG/CBR reporter, luminescence ratio, 4 h | Potency, µM (titrated, usually from 46.1 µM), for inactives: at the highest dose ratio change, negative = lower green/red ratio, hits mostly inhibitors | 0.05% of 340,000 active; active = well fitted inhibition curve with a large enough effect in the signal ratio, with a control signal flat, not every such curve was filed as active; inconclusive = small, poorly fitted or top-dose-only effect, or effect the other way, or a change in a side signal; the % refers to the signal ratio;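 note: potency is the fitted concentration of half-maximal effect; plate controls were basal doxycycline-induced cells for no effect and cells given 10 µM MG132 for full effect; MG132 reads +100%, hits lower the ratio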
#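 Cell line TMD8 (human ABC DLBCL), stably expressing tet-inducible CBG68-IkBa fusion and CBR; IMDM/0.5% FBS; cpd up to 46 uM; dox induction, 4 h, 37C/5% CO2; dual luminescence; green/red ratio; MG132 control.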
# Tb PFK inh: blocks T. brucei phosphofructokinase. O15648. T. brucei PFK, ADP-Glo luminescence. Potency, µM (top dose mostly 57.5 µM), without a hit: at the highest dose activity, negative = inhibition, actives largely listed as inhibitors. 0.17% of 330,000 active;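 note: potency is the fitted concentration of half-maximal effect; 0% = uninhibited 1x PFK enzyme wells and -100% = no-enzyme wells; nearly all actives have a fitted effect of over 60% in size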
#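 In TEA buffer at pH 8.0 with 5 mM MgCl2, enzyme (1.25 nM) converted F6P (0.5 mM) and ATP (0.1 mM) for 45 min at room temperature. ADP product was read by luciferase luminescence.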
# KCNH2 WT inh: blocks the wildtype human KCNH2 potassium channel; U2OS, BacMam KCNH2, thallium flux FluxOr; active compounds read low; 0.37% of 340,000 active; Q12809; activity change, % at 1.84 µM;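 active = maximum activity change below -70%; inconclusive = maximum activity change between -70% and -50%; inactive = maximum activity change above -50%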; note: % is set by controls: 0 for no effect and ±100 for the full control effect
#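 U2OS cells transduced with wild-type KCNH2 virus are loaded with FluxOr dye for 45 min, and thallium flux is measured in kinetic reads before and after stimulation buffer. Rate constants are normalized to DMSO controls.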
# TSHR antag: human thyrotropin receptor antagonism | TSHR-expressing cells, TSH-stimulated cAMP HTRF, 2 h; active compounds read low | activity change, negative = inhibition, % at 11.5 µM | 0.2% of 330,000 active | AID 504810;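 active = activity change below a set negative limit, meaning inhibition stronger than a set level, cut at about -70% in these data; inconclusive = activity change between two set negative limits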; note: % is set by controls: 0 for no effect and ±100 for the full control effect
# Target sequence (P16473 whole entry, looked up): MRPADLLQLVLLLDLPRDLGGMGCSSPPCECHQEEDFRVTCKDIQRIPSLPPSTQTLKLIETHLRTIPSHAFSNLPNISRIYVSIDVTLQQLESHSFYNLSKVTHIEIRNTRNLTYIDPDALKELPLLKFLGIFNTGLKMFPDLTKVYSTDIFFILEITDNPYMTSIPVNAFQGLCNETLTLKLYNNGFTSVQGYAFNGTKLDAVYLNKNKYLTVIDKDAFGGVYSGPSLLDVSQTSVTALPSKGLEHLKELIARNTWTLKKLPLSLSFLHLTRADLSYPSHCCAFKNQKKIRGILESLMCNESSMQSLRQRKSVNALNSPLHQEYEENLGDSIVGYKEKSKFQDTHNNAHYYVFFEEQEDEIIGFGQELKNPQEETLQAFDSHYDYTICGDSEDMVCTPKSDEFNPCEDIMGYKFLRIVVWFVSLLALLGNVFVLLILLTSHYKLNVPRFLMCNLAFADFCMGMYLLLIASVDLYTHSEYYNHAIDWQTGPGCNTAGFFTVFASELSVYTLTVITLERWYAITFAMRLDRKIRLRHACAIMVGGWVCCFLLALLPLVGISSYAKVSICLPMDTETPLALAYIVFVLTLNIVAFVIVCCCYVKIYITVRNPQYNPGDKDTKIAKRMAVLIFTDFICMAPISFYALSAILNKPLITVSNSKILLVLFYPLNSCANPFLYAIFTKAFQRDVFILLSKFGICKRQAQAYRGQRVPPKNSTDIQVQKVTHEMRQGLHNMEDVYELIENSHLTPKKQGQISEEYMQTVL
#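 TSHR-expressing cells were treated with compounds, then stimulated with TSH at EC80 (4nM final) for 2 hours at 37 deg C. Cellular cAMP was measured by HTRF competition between lysate cAMP and cAMP-d2 for a cryptate-labelled anti-cAMP antibody.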
# A-T KAP1 phos: candidate therapy for ataxia-telangiectasia; […] A-T fibroblasts, KAP-1 phosphorylation AlphaLISA; neocarzinostatin DNA damage 30 min before lysis; Potency, µM (highest dose often 57.5 µM), for inactives: top-dose activation, usual class: activators; 0.19% of 320,000 active; note: potency is the fitted concentration of half-maximal effect; % of control where 0% means no effect; nearly all actives have a fitted effect of over 45% in size
#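 hTERT-immortalized A-T patient fibroblasts ([…]), 500 cells/well in OPTI-MEM, 1% FBS, got compounds for 60 min, then NCS for 30 min at 37C. Lysates were then assayed for phospho-KAP-1 by AlphaLISA (anti-pKAP1 donor, anti-KAP1 acceptor beads), 6 hr at 25C.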
# TCR activator: activates T cell receptor signaling | Potency, µM (top dose mostly 9.22 µM), without a hit: at the top dose activation of IL-2 secretion, usual class: activators | primary human leukocytes, anti-CD3, IL-2 HTRF, 48 h | 330,000 tested, under 10 active | AID 504894; note: % of control where 0% means no effect
#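 HTRF read-out of IL-2 secretion: europium cryptate donor excited at 320nm, d2 acceptor emission at 665nm. Cells were primary human leukocytes incubated 48 hr with compounds and a-CD3 beads, supplying TCR signal only.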
# Active calls of the source: *; ? = inconclusive; · = not tested or not shown; [ ] = dose if it differs, or a comment. Unless noted, calls come from the whole dose curve; as a rule, active = well fitted curve in the direction sought with a large enough effect; inconclusive = small, poorly fitted or top-dose-only effect, or another doubt; inactive = no such curve, though single readings can be large; an effect the other way counts as inactive or inconclusive. Rows are unselected; overall some 1.6% were active at least once.
SMILES,Coupling enz,CXXC DNA block,Giardia killer,GALK inhibitor,BCR signal inh,Tb PFK inh,KCNH2 WT inh,TSHR antag,A-T KAP1 phos,TCR activator
CC1=NNC(=O)C1CCC(=O)N/N=C(/C)c1ccc([N+](=O)[O-])cc1 (stereo not drawn),0,13%,-1,-2%,-12%,-17%,7,10,-4%,6%[46.1 µM]
COC(=O)c1ccnc(/C=N/O)c1,1,-1%,-5,-1%,2%,-1%,-4,-1,3%,6%[46.1 µM]
CC[C@]12c3[nH]c4ccc(Cl)cc4c3CCN1C(=O)[C@@H](CC(=O)NCc1ccc(OC)c(OC)c1)C[C@@H]2C(=O)N1CCN(C(=O)c2ccco2)CC1,·,·,-18,·,-1%,0%,6,5,1%,-10%[46.1 µM]
CC(C)(CNC(=O)Cc1ccc(Cl)cc1Cl)N1CCOCC1,0,-7%,7,-8%,-1%,-2%,1,0,0%,0%
CCC(C)N(C(=O)c1csnn1)C(C(=O)NC(C)(C)C)c1ccccc1 (stereo not drawn),3,-5%,10,-3%,4%,-1%,-8,18,-5%,3%
C/C(=N\NC(N)=S)C12CC3CC(CC(C3)C1)C2,1,-3%,7,0%,4%,-5%,-2,-42,3%,·
Cc1ccccc1C(=O)N1CCC(C(=O)N(CC(C)C)c2c(N)n(Cc3ccccc3)c(=O)[nH]c2=O)CC1,·,·,-10,·,?,5%,3,3,11%,1%
COc1ccc(COC(=O)C2=C(C)NC(=O)NC2c2ccc(OC)c(OC)c2)cc1 (stereo not drawn),3,-3%,19,-2%,-20%,1%,-6,-4,3%,·
COCCCn1c(-c2cccc(Cl)c2)nc2c1c(=O)[nH]c(=O)n2Cc1ccccc1,-2,-3%,23,5%,-2%,1%,22,-3,1%,-3%
COc1ccccc1N1CCN(C(=O)Cn2nnc(-c3ccncc3)n2)CC1,2,-1%,7,3%,?,1%,3,-4,7%,3%
Cc1ccc(NS(=O)(=O)c2ccc(OCC(=O)NCc3ccco3)cc2)cc1,-2,-6%,?,-6%,1%,-4%,-3,-11,4%,0%
COC(=O)c1ccc(C(=O)N(Cc2ccccc2)c2ccccc2)cc1,-2,-3%,2,7%,7%,3%,-12,-2,1%,-8%
CNC(=O)NC(=S)NC(=O)c1cccc(Cl)c1,1,-3%,10,2%,1%,3%,-9,5,1%,-4%
Cc1oc(-c2cccc(Cl)c2)nc1CN1CCC(C(=O)NCCCN2CC(C)CC(C)C2)CC1 (stereo not drawn),·,11%,18,6%,-2%,3%,1,3,-27%,-3%
Cc1ccc2ncccc2c1N,-6,7%,-15,5%,-4%,2%,2,-7,-1%,·
CN(C(=O)COc1ncnc2sccc12)C1CCCCC1,·,·,11,·,2%,-5%,1,9,-2%,-47%
COCCN(CC(=O)NC1CCCCC1)C(=O)/C=C/C(=O)c1ccc(OC)cc1O,0,10%,1,1%,-15%,-11%,-12,3,-7%,0%
Cc1nnc(NC(=O)CCC(=O)NCc2ccco2)s1,0,1%,-4,-2%,4%,-4%,-5,48,6%,-1%
COc1ccc(N2CCN(C(=O)c3ccc(C)c(Cl)c3)CC2)cc1,2,-3%,33[activator],2%,·,·,2,·,·,5%
c1ccc(-c2cc(-c3ccccc3)on2)cc1,-1,-6%,2,0%,?,-5%,-7,-11,6%,1%
CC(C)N(CC(N)=O)C(=O)Cc1coc2cc3c(cc12)CCC3,0,-2%,-19,0%,4%,1%,-14,9,0%,3%[46.1 µM]
COc1ccccc1-c1cnn2c(NCc3ccccc3)cc(C)nc12,-5,33%[activator],60[activator],·,2%,-5%,-10,-12,3%,-5%
CCN(Cc1ccncc1)C(=O)c1cccs1,3,1%,-4,1%,4%,4%,0,4,-8%,-2%
CCOC(=O)C1CCN(Cc2ccc(F)c(F)c2)CC1,-2,-14%,28,0%,?,-1%,19,12,3%,8%
O=C(CN1CCCC1)Nc1ccccc1Sc1ccc(Cl)cc1,-8,30%,16,0%,12%,0%,10,2,13%,-24%
CC1CN(S(=O)(=O)c2cccc(C(=O)Nc3ccc4c(c3)CCC4)c2)CC(C)O1 (stereo not drawn),0,-6%,15,0%,2%,3%,-4,-1,-3%,-2%[46.1 µM]
COc1cc(C(=O)NCc2nnc(SCC(=O)N3CCCCCC3)o2)cc(OC)c1OC,·,-7%,0,0%,-2%,-5%,1,42,3%,-4%
Cc1nc2ccccc2n1CC(O)COCC1CC=CCC1 (stereo not drawn),-1,-11%,1,-1%,-31%,0%,-1,-16,3%,5%
Cc1ccc(C(=O)N/C(=C/c2cn(-c3ccccc3)nc2-c2ccccc2)C(=O)O)cc1,7,1%,2,-1%,1%,-7%,-13,-11,1%,0%
CCOc1ccc2nc(NC(=O)CSc3ccc(Cl)cc3)sc2c1,-1,9%,-3,0%,?,0%,-16,-3,4%,·
CCc1nc(SCC(=O)Nc2cc(C)ccc2OC)c2c(C)c(C)sc2n1,0,-4%,-2,1%,1%,4%,4,-5,-7%,-4%
Brc1ccc2c(c1)C(C1=NCCN1)c1ccccc1CS2 (stereo not drawn),2,7%,3,2%,-1%,-2%,11,0,34%,-1%[46.1 µM]
CCS(=O)(=O)c1nc2ccccc2n1CC(=O)N1CCCCC1,3,1%,-1,1%,11%,1%,-14,16,-4%,-2%[46.1 µM]
CC(C)(C)OC(=O)N1CCC[C@H]1c1nnc(SC/C=C/c2ccccc2)o1,-3,15%,2,3%,0%,-1%,6,-10,27%,-11%
Cc1onc(-c2ccccc2)c1NC(=O)N(CCC(=O)O)Cc1ccccc1,7,-4%,7,-1%,0%,0%,2,1,-2%,-2%
COc1cccc(NC(=O)CN(C)C(=O)c2ccc(-c3cccc(C(F)(F)F)c3)o2)c1,·,·,6,·,-2%,0%,19,-4,3%,3%
CCOc1ccc(S(=O)(=O)N(C)c2ccc(OCC(=O)N3c4ccc(C)cc4C4CN(C)CCC43)cc2)cc1 (stereo not drawn),-1,12%,6,-1%,-16%,2%,6,-2,-1%,4%
Cc1ncn2cc(-c3ccc(Cl)cc3Cl)[nH]c(=O)c12,1,2%,11,-1%,?,5%,7,7,-8%,1%
CCOC(=O)C1(CCOc2ccccc2)CCN(Cc2nccn2CC)CC1,1,-1%,2,11%,?,-4%,14,-3,-6%,·
CCCOc1ccc2oc(=O)c3c(c2c1)CCCN3C(=O)CN1CCN(c2ncccn2)CC1,-2,11%,3,0%,3%,-1%,0,-2,7%,-1%
CCN1C(=O)[C@@H]2[C@@H](c3ccc(-c4ccc(F)cc4)c(OC)c3)N3CCCC[C@@]3(C(=O)OC)[C@@H]2C1=O,·,·,11,·,-1%,-4%,-15,-14,10%,-1%
CCOC(=O)CNC(=S)N(Cc1ccco1)Cc1ccccc1Cl,2,3%,0,·,2%,-9%,-10,-38,2%,7%
O=C(COC(=O)c1cc(S(=O)(=O)N2CCOCC2)c(Cl)cc1Cl)NCc1ccco1,·,·,4,·,-2%,0%,1,-7,-10%,-2%
CCCCn1nnc(NC(=O)CCC)n1,2,-4%,2,-3%,7%,-1%,-3,18,2%,-3%
COc1ccc(N2CCN(C(=O)c3ccc(-c4ccccc4)cc3)CC2)cc1,1,7%,-4,·,3%,-2%,?,-3,3%,-18%
Clc1ccc2oc(-c3ccccc3)cc(=NCCCN3CCOCC3)c2c1,0,24%,-87*,2%,-1%,5%,-7,-6,0%,-2%
c1nc(NC2CCCCC2)c2[nH]cnc2n1,-2,-2%,0,1%,?,0%,-2,-2,8%,-1%
COc1ccc(S(=O)(=O)N2CC=C(C(=O)NC3CCCC3)CC2)cc1,·,0%,1,2%,0%,-1%,13,-14,9%,0%
COc1ccc(Cc2nnc(NC(=O)c3c(-c4ccccc4)noc3C)s2)cc1,5,0%,-14,0%,-1%,0%,5,-20,-1%,-6%
COc1ccc(C)cc1NC(=O)C1CCN(S(=O)(=O)c2c(C)noc2C)CC1,0,8%,-5,2%,-5%,1%,0,-4,0%,-7%
COc1ccc(N(CC(=O)NC2CCCCC2C)S(=O)(=O)c2c(C)nn(C)c2C)cc1 (stereo not drawn),2,·,1,·,-10%,?,-8,6,4%,4%
Cc1ccc2c(c1)N(CC(=O)NC(C)CCc1ccccc1)C(=O)c1cccnc1O2 (stereo not drawn),3,·,17,·,-13%,-5%,1,-1,2%,3%
CCOC(=O)[C@@H]1[C@H]2COc3ccccc3[C@H]2N2C(=O)N(c3ccc(OC)cc3)C(=O)[C@]12C,0,10%,9,·,-1%,1%,-8,-20,-2%,-2%
Cc1cc2n(n1)C(c1c[nH]c3ccccc13)Nc1ccccc1-2 (stereo not drawn),1,7%,2,-1%,7%,0%,0,-3,13%,1%
